RTF Ca sens inh = cardiac RTF calcium desensitization. 340,000 compounds, 0.12% hits. AID 493244. P19429+P45379. IANBD-labeled cardiac RTF, Ca2+ fluorescence. inhibition, % at 7.15 µM;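 active means inhibition above the mean inhibition of all tested compounds plus 3 SD, cut at about 17% in these data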;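 further: assay run at fixed EC70 calcium of 1.6 mM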
RTF Ca sens act = increases calcium sensitivity of human cardiac regulated thin filaments | 340,000 compounds, 0.24% hits | P19429+P45379 | IANBD-labeled TnC RTF fluorescence at EC20 calcium; 0% EC20 calcium, 100% full calcium | AID 493008 | activation, % at 7.2 µM;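 active means activation above the mean over all tested compounds plus 3 SD, cut at about 30% in these data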;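 further: rise in fluorescence read as greater calcium sensitivity of cardiac thin filaments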
PvdQ inh = blocks Pseudomonas aeruginosa PvdQ acylase activity | purified PvdQ acylase, fluorescence plate reader | inhibition, % at 10 µM | 340,000 compounds, 0.063% hits; in the data active means inhibition above about 30%, passing the limit was not always enough;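 further: 0% = vehicle neutral wells and 100% = reference inhibitor wells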
Keap1 Nrf2 FP = disrupts human Keap1 binding to Nrf2 peptide. 340,000 compounds, 0.15% hits. AID 504523. Keap1 Kelch-Nrf2 peptide fluorescence polarization, 1536-well. inhibition, % at 9.4 µM. Q14145; in the data active means inhibition above about 12%;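 further: human Keap1 Kelch domain with fluorescein labeled Nrf2 9mer peptide probe; 0% = neutral control wells and 100% = peptide positive control; higher means more block of Keap1 binding to Nrf2 peptide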
Mot1-301 SUMO = inhibitors of SUMOylation pathway: yeast Mot1-301 growth rescue | 320,000 compounds, 1% hits | AID 2716 | growth rescue, % at 18.8 µM | S. cerevisiae Mot1-301 growth rescue, ATP luminescence, 38.5C; percent above DMSO median, 100 means doubled;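 active means every valid replicate shows activation above 250% relative to neutral control wells; inactive means the rest, any valid replicate at or below 250%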;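 further: OY570 slx delta 5 strain wells were the positive control but not used for scaling; some compounds called inactive have numbers as strong as hits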
Rtt109 Vps75 = C. albicans Rtt109 histone acetyltransferase inhibition. purified Rtt109/Vps75, ThioGlo CoA-SH fluorescence, 4 h. inhibition, % at 34.9 µM. 330,000 compounds, 0.16% hits;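 active means inhibition of at least 50% in every replicate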
dFosB activator = activators of mouse delta FosB homodimer; P13346; purified delta FosB, TAMRA-CDK5 oligo fluorescence polarization; percent of positive-control signal above neutral wells; activation, % at 25 µM; 340,000 compounds, 0.99% hits;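 active means mean activation above about 17%, with every replicate also reaching it, limit read from the data, passing the limit was not always enough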;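 further: fluorescence polarization rise as delta FosB binds a TAMRA Cdk5 AP-1 oligo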
Target sequence (P13346 whole entry, looked up): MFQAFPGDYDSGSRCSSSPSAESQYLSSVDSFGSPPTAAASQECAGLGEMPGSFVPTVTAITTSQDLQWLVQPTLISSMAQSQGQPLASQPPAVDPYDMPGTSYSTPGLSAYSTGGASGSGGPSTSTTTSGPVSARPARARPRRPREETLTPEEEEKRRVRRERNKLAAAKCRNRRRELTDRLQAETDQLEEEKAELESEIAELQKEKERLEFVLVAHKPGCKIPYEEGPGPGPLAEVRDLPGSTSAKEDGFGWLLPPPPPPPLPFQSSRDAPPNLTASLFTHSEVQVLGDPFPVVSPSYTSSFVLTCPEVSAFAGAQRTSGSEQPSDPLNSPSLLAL
C-LANA FP = KSHV C-LANA DNA binding inhibition; MBP-C-LANA/FAM-LBS DNA binding, fluorescence polarization; inhibition, % at 9 µM; 340,000 compounds, 0.078% hits; AID 504423;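 active means highest replicate inhibition at or above 60% at 9 µM, even if other replicates fall short; inactive means all replicates below 60% inhibition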;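 further: 0% = neutral control wells and 100% = 4 µM acridine orange control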
PfHsp90 set2 = reduces growth (ATP signal) of yeast expressing P. falciparum Hsp90 | inhibition, % at 9.4 µM | S. cerevisiae expressing PfHsp90, BacTiter-Glo ATP, 48 h; yeast lacking PDR1 and PDR3 efflux regulators | 310,000 compounds, 0.32% hits;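 active means every replicate shows inhibition above about 80%, whatever the replicate mean, limit read from the data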;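 further: 0% = DMSO neutral controls and 100% = 20 µM radicicol positive controls; yeast relying on Plasmodium falciparum Hsp90 in place of its own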
CDK5 p35 inh = CDK5/p35 (human) kinase inhibition. Recombinant CDK5/p35, ADP-Glo luminescence, 60 min. inhibition, % at 10 µM. 330,000 compounds, 0.01% hits. AID 488839;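 active means highest replicate inhibition of at least 50% and at least 75% of replicates reaching 50%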;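 further: plate controls were DMSO neutral control for no effect and GW8510 at 10 µM for full effect; many of its hits are not listed in these tables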
Target sequence (Q00535 whole entry, looked up): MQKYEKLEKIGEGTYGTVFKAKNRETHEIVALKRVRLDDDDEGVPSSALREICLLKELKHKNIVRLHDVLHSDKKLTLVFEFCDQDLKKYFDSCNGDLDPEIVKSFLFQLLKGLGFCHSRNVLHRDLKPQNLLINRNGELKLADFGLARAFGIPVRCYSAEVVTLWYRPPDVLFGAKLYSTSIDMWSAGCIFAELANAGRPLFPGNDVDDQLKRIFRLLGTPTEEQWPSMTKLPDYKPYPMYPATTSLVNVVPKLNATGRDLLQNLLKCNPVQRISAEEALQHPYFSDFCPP
Target sequence (Q15078 whole entry, looked up): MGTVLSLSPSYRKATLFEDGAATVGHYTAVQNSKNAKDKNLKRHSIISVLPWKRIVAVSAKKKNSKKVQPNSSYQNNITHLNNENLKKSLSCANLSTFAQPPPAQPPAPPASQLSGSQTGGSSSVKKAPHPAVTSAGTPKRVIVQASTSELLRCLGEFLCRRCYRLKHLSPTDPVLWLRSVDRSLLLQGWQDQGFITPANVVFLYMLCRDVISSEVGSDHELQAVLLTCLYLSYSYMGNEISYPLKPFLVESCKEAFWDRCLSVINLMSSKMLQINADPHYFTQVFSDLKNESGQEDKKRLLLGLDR
NSD2 HMT inh = inhibitors of human histone methyltransferase NSD2 | 310,000 compounds, 0.54% hits | AID 743445 | NSD2 peptide methylation, AlphaScreen, 120 min | inhibition, % at 12.5 µM | O96028; in the data active means inhibition above about 50%
The depositor's hits bear a star; . = not tested or not shown.

Molecule	Mot1-301 SUMO	CDK5 p35 inh	dFosB activator	Rtt109 Vps75	PvdQ inh	PfHsp90 set2	NSD2 HMT inh	C-LANA FP	RTF Ca sens act	RTF Ca sens inh	Keap1 Nrf2 FP
Cc1cc(C)n(C(=O)CNC(=O)C2COc3ccccc3O2)n1 (configuration not stated)	32	0.3	3	0	-7	6	1	1.1	1	3	-3
Cc1ccc(OCC(=O)NC(=S)Nc2ccc(S(=O)(=O)Nc3cc(C)on3)cc2)c(Br)c1	0	2.1	-12	2	-10	7	1	-0.4	-3	-6	2
O=C(CSc1nnc(-c2cccnc2)n1Cc1ccco1)c1ccc(Br)cc1	22	1.0	0	3	-2	-5	1	-0.8	-1	-6	-7
COc1cccc(/C=N/NC(=O)N/N=C/c2cccc(OC)c2O)c1O	61	-1.8	-4	-7	-8	-8	1	-0.6	2	0	-4
CCC(COC)NCc1cn(-c2ccc(OC)cc2)nc1-c1cccc(F)c1 (configuration not stated)	-10	1.5	-15	3	-8	3	.	0.4	2	-7	-1
COc1ccc(NC(=O)C2CCN(c3cnccn3)CC2)cc1OC	136	0.4	4	15	-9	4	-4	0.8	-5	-27	1
CC(=O)Nc1ccccc1NC(=O)c1ccccc1	-12	0.3	-8	0	-9	-1	1	-2.1	9	0	-4
Cc1ccc(CN2CC(C(=O)Nc3cccc(C)n3)CC2=O)cc1 (configuration not stated)	89	0.0	-5	4	-10	13	6	-0.3	-5	14	2
Cc1ccc(OCc2ccccc2C)c([N+](=O)[O-])n1	1	1.0	-1	12	8	16	-1	-0.4	0	-7	1
O=C(Cn1c(=O)n(Cc2ccc(F)cc2)c(=O)c2ccccc21)NCC1CCCO1 (configuration not stated)	-13	-9.4	-2	1	-20	3	-1	0.4	4	-2	-7
CC(C(=O)Nc1ccc2nccnc2c1)N1C(=O)C2C3C=CC(C3)C2C1=O (configuration not stated)	20	0.2	-2	-8	-5	-13	.	-1.5	5	-14	-6
CC(Oc1ccc(Cl)cc1Cl)/C(N)=N/O (configuration not stated)	-9	0.5	-7	2	-9	-13	-4	-3.0	5	-5	4
O=C(Cc1cccc2ccccc12)NN1C(=O)/C(=C\c2cccnc2)SC1=S	-22	1.9	141*	3	-12	-31	0	2.5	3	-8	-3
CCOc1ccccc1OC(=O)c1cc2ccccc2oc1=O	-21	-1.8	1	-3	-11	17	0	1.2	-3	-3	-1
CN1CCN(c2ccc(NC(=O)c3cc4ccccc4o3)cc2)CC1	-2	0.2	-5	0	-3	1	0	2.4	-8	2	2
COc1ccc(-c2cc(C(=O)Nc3cc(Br)ccc3O)no2)cc1	16	0.6	-2	-3	-7	-2	14	0.9	2	-5	-3

Taken from above:
CC(C(=O)Nc1ccc2nccnc2c1)N1C(=O)C2C3C=CC(C3)C2C1=O (configuration not stated) – PvdQ inh = -5
O=C(Cc1cccc2ccccc12)NN1C(=O)/C(=C\c2cccnc2)SC1=S – Mot1-301 SUMO = -22

Continued:
Molecule	Mot1-301 SUMO	CDK5 p35 inh	dFosB activator	Rtt109 Vps75	PvdQ inh	PfHsp90 set2	NSD2 HMT inh	C-LANA FP	RTF Ca sens act	RTF Ca sens inh	Keap1 Nrf2 FP
CCN(CC)S(=O)(=O)c1cccc(-c2nnc(SCc3ncc(-c4ccccc4)o3)n2C)c1	13	1.8	-12	6	-15	0	0	-3.3	1	2	0
COc1ccccc1NC(=O)CN1C(=O)NC(CC(C)C)C1=O (configuration not stated)	199	-1.5	5	-5	-2	.	.	-2.1	6	-10	5
CCCCCC[N+](C)(C)CC/C=C1/c2ccccc2Sc2ccc(Cl)cc21	101	1.1	-3	73*	-19	-10	6	-0.8	-1	-1	2
CC(C)(C)N(Cc1ccccc1)C(=O)COC(=O)c1ccc2ccccc2n1	-8	1.7	-17	0	-8	7	-1	-0.1	-4	-2	-5
COC(=O)N1[C@H](C)C=C[C@]1(Cc1ccccc1)C(=O)O	-3	0.1	-6	8	9	-9	.	1.2	0	7	-1
CC1(C)CC(=O)C2=C(C1)Nc1ccccc1S2	1	-0.7	-12	10	-14	-21	3	3.3	4	-12	-2
COc1ccc(/C=C/C(=O)c2c(C)nc3ccccn23)cc1	10	-2.2	-16	-5	-13	.	0	0.0	-2	-4	-4
CCOc1ccccc1C(=O)NC(C(=O)NCc1ccc(F)cc1)C(C)C (configuration not stated)	-14	0.2	-7	7	7	3	-3	0.9	5	10	-1
Cc1ccc(C(=O)NCC(=O)Nc2ccc(C)c(S(=O)(=O)Nc3ccc(Cl)cc3)c2)s1	-12	-11	36*	2	6	6	-3	0.4	6	-15	-3
CCOc1ccc(NC(=O)c2ccc(S(=O)(=O)N3CCOCC3)cc2)cc1	-21	0.5	1	25	4	-10	-2	-1.1	-6	11	-3
O=C1c2ccccc2C(O)(c2ncc[nH]2)N1CCc1ccccc1 (configuration not stated)	1	0.5	0	-3	10	-5	0	-0.2	-1	-5	3
COc1cc(NC(=O)c2nnn(Cc3ccc(SC)cc3)c2N)cc(OC)c1	1	1.1	-2	15	-13	14	.	-2.0	-4	1	-6
O=C(Nc1ccc2ccccc2c1)c1ccccc1[N+](=O)[O-]	.	-0.6	-9	-9	-9	0	3	0.6	-1	-8	0
CCN(Cc1ccccc1)C(=O)c1[nH]c2ccc(OC)cc2c1C	.	0.6	1	14	-4	-1	.	1.5	-6	-1	1
CCCN(C(=O)c1nc2nccc(C)n2n1)c1c(N)n(Cc2ccccc2)c(=O)[nH]c1=O	-5	-3.8	3	0	0	3	-1	0.1	3	2	-5
CCCCCC(=O)Nc1c2c(nc3ccccc13)CCC2	0	-1.3	-1	0	3	2	-1	3.6	-4	-2	1
O=C(CSc1nc(Nc2ccccc2)nc(N2CCOCC2)n1)N1CCc2ccccc21	.	0.0	5	6	-1	-1	-1	-0.9	-8	3	-2
CCOc1ccc(C(=O)NC2CCN(C(=O)NCc3ccccc3)CC2)cc1	-5	1.4	-8	-2	-12	-21	-4	0.1	11	-20	1
O=C(CCc1ccc(S(=O)(=O)NCc2ccccc2)cc1)N1CCN(Cc2ccc3c(c2)OCO3)CC1	.	-2.4	2	6	-12	16	5	0.8	11	-4	2
CCN(CC)CCCNC(=O)c1cn(C)c2ccc(S(=O)(=O)N(C)C3CCCCC3)cc2c1=O	-18	2.9	-14	-1	8	4	25	-0.5	-4	4	-5
COc1ccccc1OCC(=O)Nc1cc2c(cc1C(=O)O)OCCCO2	-13	-1.7	0	17	-17	7	-3	1.1	1	7	2
C=CC[n+]1ccc2ccccc2c1C	224	-0.6	-4	4	-9	17	-1	-0.5	2	-5	-4
CCCC1CCC(c2ccc(C(=O)NN)cc2)CC1 (configuration not stated)	38	-0.8	-11	-2	12	3	-2	0.4	2	13	-3
Cc1c([N+](=O)[O-])cc(N2C(=O)C=CC2=O)cc1[N+](=O)[O-]	.	1.3	-9	-6	-14	.	55*	0.8	5	-2	-9
COc1ccc(NC(=O)c2ccc3[nH]c(C)c(C)c3c2)cc1	-18	-0.2	-10	-1	-12	32	26	-2.0	-3	-8	-3
Cn1nnc(NC(=O)c2ccccc2)n1	5	-1.6	-6	9	-1	7	4	1.1	6	3	-2
Cc1onc(-c2ccccc2)c1C(=O)Nc1ccc(S(=O)(=O)N2CCCCC2)cc1	.	-1.2	-10	-7	-8	-5	.	0.1	1	-4	1
Cc1cccc(C(=O)OC2CCOC2=O)c1O (configuration not stated)	11	-0.9	1	5	-8	10	-2	-2.7	0	-15	0
COCCn1c(SCc2ccccc2F)nc2ccccc2c1=O	19	-1.4	-8	-3	-15	-10	-5	-0.2	4	-1	-4
COc1ccc(C2c3[nH]c4ccccc4c3CCN2CCCn2cccn2)c(C)c1C (configuration not stated)	4	0.1	-7	-7	-18	-11	2	5.8	8	-10	0
COC(=O)c1ccc(NC2(C#N)C(=O)Nc3ccccc32)cc1 (configuration not stated)	-10	-1.2	-1	-10	-18	.	0	0.3	9	-13	-3
NC(=O)c1c(NC(=O)CSc2nnc(-c3ccco3)n2N)sc2c1CCCC2	-2	1.0	4	5	-14	-12	2	0.8	-1	-4	-2
COc1ccc(-n2c3c(cc(C(=O)NC4CCSC4=O)c2=O)C(=O)CC(C)(C)C3)cc1 (configuration not stated)	5	-0.9	-7	.	-6	-21	-2	1.0	1	-6	5
COc1ccc(N2C(=O)CCC2=O)c(OC)c1	3	0.1	1	-4	-1	13	-1	2.7	-1	-2	7
Cc1cc(=O)[nH]c(N/N=C/c2ccccc2Cl)n1	-5	0.9	-2	12	3	28	-2	0.0	-7	1	3
Cc1cccc(NC(=O)C2CCN(S(=O)(=O)c3ccc(Cl)cc3)CC2)n1	4	1.3	-7	6	8	-15	0	0.0	-12	0	7
COC(=O)CSc1nc(NC#N)nc(NC(C)(C)C)n1	-9	-0.8	1	-19	-3	-1	-362	0.2	-2	-6	2
CCC(=O)N[C@@H]1CC(C(C)(C)NC(=O)CC)CC=C1C (some centres not stated)	33	-0.6	8	2	3	.	4	-0.3	3	-13	4
COCCCN(CC(=O)Nc1ccc(N2CCOCC2)cc1)S(=O)(=O)c1ccc(Cl)cc1	-4	-0.5	3	-5	-11	8	0	-1.3	-1	1	-2
